ERa SRC1 pot = ER-alpha (human) coactivator binding potentiation | TR-FRET ERalpha-LBD/SRC-Cy5 coactivator binding, 2 h; 100 = basal binding, no effect | 86,000 tested, 1.3% active | P03372 | coactivator binding (% of control), % at 25.6 µM; in the data active means activity above about 200%;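 further: binding measured in presence of low estradiol as agonist stimulus; 0% = peptide alone without receptor and 100% = receptor with peptide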
Target sequence (P03372 whole entry, looked up, the tested form may be a part): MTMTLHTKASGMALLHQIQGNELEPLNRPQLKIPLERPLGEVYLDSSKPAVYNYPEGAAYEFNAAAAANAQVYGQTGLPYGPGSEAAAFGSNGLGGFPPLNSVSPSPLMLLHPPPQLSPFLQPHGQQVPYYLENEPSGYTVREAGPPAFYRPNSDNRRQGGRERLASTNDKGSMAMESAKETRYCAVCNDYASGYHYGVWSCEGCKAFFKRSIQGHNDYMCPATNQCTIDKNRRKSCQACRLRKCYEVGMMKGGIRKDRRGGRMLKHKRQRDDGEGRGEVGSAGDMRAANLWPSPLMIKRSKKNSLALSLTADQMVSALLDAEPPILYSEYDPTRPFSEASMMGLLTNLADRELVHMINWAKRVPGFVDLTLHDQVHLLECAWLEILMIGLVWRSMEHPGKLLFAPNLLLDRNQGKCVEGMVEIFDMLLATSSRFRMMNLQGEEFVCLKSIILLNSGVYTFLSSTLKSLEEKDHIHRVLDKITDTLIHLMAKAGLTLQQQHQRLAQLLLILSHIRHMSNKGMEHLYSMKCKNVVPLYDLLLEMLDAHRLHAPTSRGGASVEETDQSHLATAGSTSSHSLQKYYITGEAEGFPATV
CD11b adhes inh = inhibitors of human CD11b/CD18 binding to fibrinogen; inhibition, % at 10 µM; 93,000 tested, 0.54% active; P05107+P11215; K562 CD11b/CD18 adhesion to fibrinogen, ATPlite luminescence; Mn2+ added to activate the integrin;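 active means primary inhibition of 50% or more at 10 µM, then 40% or more on retest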; further: some results filed as inactive read as strong as hits
CD11b adhes enh = CD11b/CD18-fibrinogen binding enhancement; P05107+P11215; K562 CD11b/CD18 adhesion to fibrinogen, ATPlite luminescence; activation, % at 10 µM; 93,000 tested, 0.07% active; AID 1499;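 active means 10 µM primary screen giving 50% or more activity, confirmed by 40% or more on retest at that dose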; further: strong numbers were not always called active; reference of the scale not given here
MT1-MMP txn act = activates MT1-MMP transcription | activation factor at 10 µM | HT1080 MT1-MMP promoter luciferase reporter, luminescence, overnight; active compounds read high | 86,000 tested, 0.16% active;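 active means activation factor of at least 2 for MT1-MMP transcription at 10 µM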
PLAP activator = activators of human placental alkaline phosphatase | P05187 | purified PLAP enzyme, luminescent substrate read-out; active compounds read high | activation fold at 20 µM | 96,000 tested, 1.2% active | AID 696; in the data active means activation fold above about 2
ERb coact inh = blocks coactivator binding to human estrogen receptor beta; 86,000 tested, 1.3% active; inhibition, % at 25.6 µM; TR-FRET ER-beta LBD / SRC1-Cy5 peptide binding; receptor agonist-loaded with 1 µM estradiol; Q92731;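 active means compounds whose percent inhibition of the receptor-coactivator binding signal exceeds about 50% in the single-dose screen, limit read from the data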;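 further: 0% = receptor plus peptide wells without compound and 100% = peptide-only wells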
Target sequence (Q92731 whole entry, looked up, the tested form may be a part): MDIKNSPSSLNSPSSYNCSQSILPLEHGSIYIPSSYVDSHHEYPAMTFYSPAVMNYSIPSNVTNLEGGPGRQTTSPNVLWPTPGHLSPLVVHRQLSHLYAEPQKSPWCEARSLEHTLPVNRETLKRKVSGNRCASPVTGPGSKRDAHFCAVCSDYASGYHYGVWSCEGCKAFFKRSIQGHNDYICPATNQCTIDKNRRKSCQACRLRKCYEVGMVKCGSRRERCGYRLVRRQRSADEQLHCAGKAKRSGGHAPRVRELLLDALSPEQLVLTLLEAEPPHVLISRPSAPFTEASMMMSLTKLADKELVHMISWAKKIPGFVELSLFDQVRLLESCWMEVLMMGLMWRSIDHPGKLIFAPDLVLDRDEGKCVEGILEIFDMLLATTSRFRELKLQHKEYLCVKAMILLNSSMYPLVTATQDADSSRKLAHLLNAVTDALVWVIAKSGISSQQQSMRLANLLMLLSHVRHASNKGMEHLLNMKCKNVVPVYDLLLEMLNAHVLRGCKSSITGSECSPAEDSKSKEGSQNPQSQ
ERa SRC1 inh = blocks coactivator binding to human estrogen receptor alpha; 86,000 tested, 1.7% active; inhibition, % at 25.6 µM; TR-FRET ER-alpha LBD / SRC-1 peptide, estradiol-bound; in the data active means inhibition above about 50%;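 further: 0% = receptor plus peptide control and 100% = peptide only without receptor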
Ecoli WT expand = blocks growth of wild type E. coli BW25113. AID 710. 98,000 tested, 0.15% active. OD600 absorbance. growth inhibition, % at 100 µM;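 active means growth inhibition above about 50% at one test dose, limit read from the data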;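 further: growth measured after 20 h incubation at 37 °C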
FAK inh = blocks human focal adhesion kinase activity; inhibition, %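 (tested at 7 µM)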; Q05397; 97,000 tested, 0.84% active; biochemical FAK kinase activity assay; in the data active means inhibition above about 19%;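 further: 0% = DMSO and 100% = reference compound high control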
An asterisk follows results filed as active; · = not tested or not shown; [ ] = another dose, or the depositor's remark.

structure,ERa SRC1 pot,CD11b adhes inh,CD11b adhes enh,MT1-MMP txn act,PLAP activator,ERb coact inh,ERa SRC1 inh,Ecoli WT expand,FAK inh
CCc1nnc(NC(=O)c2ccc(S(=O)(=O)N3CCCc4ccccc43)cc2)o1,103,6,-2,1.1,2.1*,4[fluorescence artefact?],7[fluorescence artefact?],4,-3
CCOC(=O)c1cnc(-n2nc(C)cc2C)nc1Nc1ccc(C)cc1,·,-7,0,·,1,·,·,-20,0
Cn1ncc(N=Cc2ccc([N+](=O)[O-])cc2)c1C(=O)N1CCOCC1,109,6,-3,1.1,0.8,-20,-2,-8,0
COC(=O)CCCCCC(CCC(=O)OC)NC(C)=O (stereo unspecified),114,1,-2,1.1,1,3[fluorescence artefact?],4,5,0
CC(C)CNS(=O)(=O)c1ccc2c(c1)OCCO2,105,-4,5,1.1,0.8,-2[fluorescence artefact?],3[fluorescence artefact?],8,1
CCCCn1c(-c2ccsc2)nc2c1c(=O)[nH]c(=O)n2CCC,131,-5,2,1.2,1.1,6,3,-9,-1
O=C(CCCC(=O)OCC(Cl)=C(Cl)Cl)Nc1cccc(F)c1,·,-13,1,·,1,·,·,2,3
CCOC(=O)/C(C#N)=C1\C=CN(C)C(C)=N1,112,·,·,1.2,·,-1[fluorescence artefact?],0,·,-1
O=C(NCCC1=CCCCC1)c1cnc2n(c1=O)CCS2,119,·,·,1.7,·,-1,-16,·,0
N/C(COc1ccc(Cl)cc1)=N\NS(=O)(=O)c1ccccc1,·,-8,3,·,0.9,·,·,1,1
COc1ccc(N/C(N)=N/c2nc(CSc3ccc(Cl)cc3)cc(=O)[nH]2)cc1,120[fluorescence artefact?],8,2,1.2,2*,6[fluorescence artefact?],5[fluorescence artefact?],-3,-1
Cc1ccc(C)c2nc(N3CCCC3)c(C#N)cc12,130[fluorescence artefact?],-6,-6,1.2,0.9,-3,-8[fluorescence artefact?],-9,·
Cc1ccc(C(=O)Nc2ccc3c(c2)CCC3)o1,102,-20,-6,0.9,0.7,26[fluorescence artefact?],-4[fluorescence artefact?],5,·
CCN1C(=O)C2(C(C#N)=C(N)Oc3n[nH]c(-c4ccc(Cl)cc4)c32)c2ccccc21 (stereo unspecified),95,-5,2,1.1,1.9,-9,9,-2,1
CCOC(=O)C1CCN(c2c(NCc3ccc(C(=O)NC(C)CC)cc3)c(=O)c2=O)CC1 (stereo unspecified),124,-20,-3,1.1,1.2,-7,-7,-3,-1

Full records, looked up by structure.
CCN1C(=O)C2(C(C#N)=C(N)Oc3n[nH]c(-c4ccc(Cl)cc4)c32)c2ccccc21 (stereo unspecified) is listed with ERa SRC1 pot: 95; CD11b adhes inh: -5; CD11b adhes enh: 2; MT1-MMP txn act: 1.1; PLAP activator: 1.9; ERb coact inh: -9; ERa SRC1 inh: 9; Ecoli WT expand: -2; FAK inh: 1
Cc1ccc(C(=O)Nc2ccc3c(c2)CCC3)o1 is listed with ERa SRC1 pot: 102; CD11b adhes inh: -20; CD11b adhes enh: -6; MT1-MMP txn act: 0.9; PLAP activator: 0.7; ERb coact inh: 26[fluorescence artefact?]; ERa SRC1 inh: -4[fluorescence artefact?]; Ecoli WT expand: 5; FAK inh: ·
CC(C)CNS(=O)(=O)c1ccc2c(c1)OCCO2 is listed with ERa SRC1 pot: 105; CD11b adhes inh: -4; CD11b adhes enh: 5; MT1-MMP txn act: 1.1; PLAP activator: 0.8; ERb coact inh: -2[fluorescence artefact?]; ERa SRC1 inh: 3[fluorescence artefact?]; Ecoli WT expand: 8; FAK inh: 1

Continuation:
structure,ERa SRC1 pot,CD11b adhes inh,CD11b adhes enh,MT1-MMP txn act,PLAP activator,ERb coact inh,ERa SRC1 inh,Ecoli WT expand,FAK inh
O=C(Cn1nc(C(F)(F)F)c2c1CCC2)NCc1ccc(Cl)cc1,99,·,·,1.2,·,-11,-13,·,2
Cc1ccc(N2CC(C(=O)Nc3ccc(S(=O)(=O)N4CCOCC4)cc3)CC2=O)cc1 (stereo unspecified),85[fluorescence artefact?],-5,-5,1.2,1.5,3,-5[fluorescence artefact?],0,4
Cc1nnc(N(Cc2ccco2)C(=O)c2ccc(C#N)cc2)s1,106,·,·,1.2,·,-14,-17,·,-1
Cc1cc2cc(C(c3nnnn3Cc3ccccc3)N3CCc4ccccc43)c(=O)[nH]c2cc1C (stereo unspecified),153,-8,5,1.1,1.5,15,16,-15,2
Cc1cc(S(=O)(=O)N(Cc2ccccn2)Cc2ccco2)ccc1-n1cnnn1,97,-9,2,1.2,1.5,-6,-11,-3,·
CC(C)(C)n1nc2c(c1NC(=O)COc1ccc(Cl)cc1)CSC2,117,-19,4,1.2,1.6,-5,1,6,0
Cc1ccc(C2CC(=O)NC(SCC(=O)OCc3ccccc3)=C2C#N)o1 (stereo unspecified),98,30,-7,·,1.2,2[fluorescence artefact?],2,1,1
CCn1c(Cc2c(C)[nH]c3ccccc23)nnc1SCC(N)=O,115,8,1,·,1,-24,-17,-4,-1
O=C(NC1CCCCC1)C1CCCN(c2nnnn2-c2ccccc2)C1 (stereo unspecified),121,-7,0,1,1.1,3[fluorescence artefact?],6[fluorescence artefact?],-3,-4
CC(Oc1ccc(Cl)cc1Cl)C(=O)Nc1ccc(N2CCN(C)CC2)cc1 (stereo unspecified),107,4,-3,1.1,1.5,7,-2,0,6
Cc1noc(C)c1S(=O)(=O)N1CCC(C(=O)NC2CCCc3ccccc32)CC1 (stereo unspecified),78,2,-3,·,0.9,6,3,-5,-1
COCCNC(=O)CCCCCn1c(=S)[nH]c2ccccc2c1=O,85,·,·,1.1,1,-1,-5,10,-3
CCCn1c2ccccc2c2nnc(SC(CC)C(=O)Nc3cc(C)on3)nc21 (stereo unspecified),101[fluorescence artefact?],·,·,1,·,25[fluorescence artefact?],38,·,1
CCSC1=C(C#N)C(c2cccc(Br)c2)CC(=O)N1 (stereo unspecified),108,13,2,1.2,1.3,15,-4,0,-1
Cc1ccc(NC(=O)N2CCC(C(=O)NCc3ccccc3)CC2)cc1,103[fluorescence artefact?],·,·,1,·,1,4,-8,2
CC(=O)Nc1ccc(S(=O)(=O)N(Cc2ccco2)CC2CCCO2)cc1 (stereo unspecified),96,-21,1,1.1,1.4,-8,-16,0,·
COc1cccc(CNc2ccc(N3CCC(C)CC3)cc2)c1OC,94,·,·,1.2,·,-8,-6,·,5
Cc1ccc(NCc2nnc(SCc3ccc(C#N)cc3)n2Cc2ccco2)c(C)c1,112,-2,3,1.1,1.6,-12,-3,-18,3
Cc1ccc(S(=O)(=O)NCc2ccc(C(=O)N3CCN(c4ccccn4)CC3)cc2)cc1,94[fluorescence artefact?],-10,2,1.1,1.4,9,4,8,-2
O=C(Cc1ccccc1)Nc1nc2ccccc2[nH]1,119,-5,-3,1.2,1,2[fluorescence artefact?],5[fluorescence artefact?],9,4
Cc1nnc(SCC(=O)N2CCN(S(=O)(=O)c3ccccc3)CC2)n1Cc1ccccc1,118,-8,0,1.2,1.5,-1,-12,5,3
COc1ccc(-c2nc(-c3cccs3)c(-c3cccs3)[nH]2)cc1OC,114,13,-3,1.1,1.6,0,-4,-9,22*
COc1ccc(C2NCCO2)cc1OC (stereo unspecified),121,-7,-1,1.1,1,-13,-15,-4,-1
Cc1ccc(S(=O)(=O)Nc2ccc(S(=O)(=O)N3CCCC3)cc2)cc1,111,4,-2,1,1.5,9,-3,-1,-2
COC(=O)c1cc(OC)c(OC)cc1NC(=O)CC1CCCCC1,112,0,-2,1.1,1.5,-7,-22,-2,0
CC1CC(C)CN(CCCNC(=O)C2CCCN(c3nnc(N4CCCC4=O)s3)C2)C1 (stereo unspecified),123,·,·,1.2,1.4,-10,3,3,7
O=C(NCCCn1ccnc1)Nc1ccc(Cl)c(Cl)c1,·,-1,4,1.1,1.1,·,·,30,2
Cc1ccc(NC(=O)COc2ccc(S(=O)(=O)N3CCOCC3)cc2)cc1,116,·,·,1.1,1.2,-10,-6,3,4
C=CCn1c(SC2CCOC2=O)nc2scc(C3CC3)c2c1=O (stereo unspecified),92,-6,1,1.2,1.6,27,29,5,-3
CSCC[C@H](Nc1ncnc2sc(C)c(C)c12)C(=O)O,99,28,-1,1.2,1.2,-1,2,-5,-1
COc1ccccc1CNC(=O)C1CCN(Cc2nc(-c3ccc(Cl)cc3)oc2C)CC1,142,·,·,1.1,·,-9,-3,·,·
CCn1c(C(O)c2ccc(C)cc2)nc2ccccc21 (stereo unspecified),111,4,-2,1.1,1,-7,-7,5,·
Cc1ccc(C(=O)ON=C2CCN(c3ccc([N+](=O)[O-])cc3)CC2)cc1,·,10,-2,·,1,·,·,-5,4
O=c1[nH]c2ccc(S(=O)(=O)N3CCC(Cc4ccccc4)CC3)cc2o1,114,12,-3,0.9,1,-3,-7,5,0
CCN(CC)S(=O)(=O)c1cc([N+](=O)[O-])ccc1NNC(=O)Nc1ccccc1,74,-3,13,1.3,1,-6,-4,-5,23*
CC(C)C(=O)Nc1cccc2nsnc12,93[fluorescence artefact?],-11,-3,1.1,1.1,-3,-3,19,2
CCn1c(-c2cc3ccccc3cc2O)n[nH]c1=S,94,0,-5,1.3,2.9*,0,1,-2,1
CCCCC(=Nc1ccc(N)cc1)C1=C(O)C(C(=O)OC)C(C)(C)CC1=O (stereo unspecified),·,-4,-1,·,0.9,·,·,-5,5
CCOC(=O)C1C(=O)NC(N2CCN(c3ccccc3)CC2)=NC1c1ccccc1 (stereo unspecified),93,-6,-1,1.1,1.1,-13,-4,5,-2
CC(C)(C)C(=O)NC(Nc1cccc2cccnc12)C(Cl)(Cl)Cl (stereo unspecified),·,-7,-2,·,1.1,·,·,-3,5
COC(=O)c1ccc(COc2ncnc3c(Cl)cc(Cl)cc23)o1,79[fluorescence artefact?],-6,1,·,1.2,-2,-4,-3,1
CCOCc1nnc(NC(=O)c2cc(Cl)ccc2OC)s1,·,18,-4,·,1.4,·,·,-2,0
O=C(NCc1cccnc1)c1cc2ccccc2oc1=O,102,-29,-1,·,0.8,0,10,-6,6
O=C(Cc1cccs1)Nc1ccc(NC(=O)c2ccco2)cc1,112,8,-1,1.1,0.9,-1,-4,0,0
CC(C)CCNC(=O)CN(C(=O)CCC(=O)Nc1ccccn1)c1ccc2c(c1)OCCO2,105[fluorescence artefact?],·,·,1.2,·,-1,-3,·,-1

2 entries from above, with values under each structure:
Each structure is followed by: ERa SRC1 pot | CD11b adhes inh | CD11b adhes enh | MT1-MMP txn act | PLAP activator | ERb coact inh | ERa SRC1 inh | Ecoli WT expand | FAK inh
O=C(Cc1cccs1)Nc1ccc(NC(=O)c2ccco2)cc1
→ 112 | 8 | -1 | 1.1 | 0.9 | -1 | -4 | 0 | 0
CC(C)CCNC(=O)CN(C(=O)CCC(=O)Nc1ccccn1)c1ccc2c(c1)OCCO2
→ 105[fluorescence artefact?] | · | · | 1.2 | · | -1 | -3 | · | -1

(listing goes on)
structure,ERa SRC1 pot,CD11b adhes inh,CD11b adhes enh,MT1-MMP txn act,PLAP activator,ERb coact inh,ERa SRC1 inh,Ecoli WT expand,FAK inh
CC1CCCN(c2nc3nonc3nc2N2CCCC(C)C2)C1 (stereo unspecified),97,·,·,1.2,·,-5,-9,·,2
COc1ccc(-c2nnc(SCC(=O)NCc3ccco3)n2C)cc1,119,-4,-1,1,0.9,-13,-15,5,0
O=C(NC(C(=O)c1ccccc1)N1CCOCC1)c1cccs1 (stereo unspecified),108,11,-4,1.2,1.4,-1[fluorescence artefact?],0,3,0
COc1ccc(-c2c(C)n([O-])c(C)c(C)[n+]2=O)cc1OC,94,-1,-2,1.1,0.8,6,7,-3,-2
CCOC(=O)c1c(N)c(C#N)c2n1CCCCC2,115,-1,4,1.2,0.8,-1,-1,6,-1
COc1cc(Cl)c(C)cc1NC(=O)CSc1nnc(-c2ccccn2)n1Cc1ccco1,150,2,4,1.1,1,22[fluorescence artefact?],37[fluorescence artefact?],-4,2
COCCOC(=O)C1=C(C)NC(SCC(=O)NC(C)(C)C)=C(C#N)C1c1ccco1 (stereo unspecified),111,-7,-2,0.9,1.7,-1,-1,8,2
Cc1cccc(NC(=O)c2c(C)nc3ccccn23)c1,102,·,·,1.6,·,-25,-38,·,0
Cc1ccc(N(C)S(=O)(=O)c2ccc(C)cc2)cc1,100,-11,-3,1,0.7,-5,2,8,0
COC(=O)c1oc2ccc(OC)cc2c1N,110,·,·,1.4,·,4,-2,11,·
